Source: PubChem BioAssay
PLAP inhibition = PLAP enzyme inhibitors, biochemical, luminescence, HTS (AID 690); purified PLAP, luminescent substrate; higher % means a stronger effect; Alkaline phosphatase, placental type (Homo sapiens); inhibition, % at 20 µM; hits with a dose series show IC50 in µM; actives 0.08% (n = 96,000); in the data active means a potency from the dose series; inactive means the rest, 99 in 100 with inhibition below about 30%; further: strong numbers were not always called active
NFkB transloc inh = inhibitors of IL-1B driven NFkB p65 nuclear import, primary screen, imaging, HUVEC, IL-1B stimulus, high-content imaging | inhibition, % at 2 µM | HUVEC IL-1B NFkB p65 nuclear translocation imaging | actives 0.43% (n = 94,000);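 active means inhibition above about 30% together with a positive call from visual inspection of the well image, limit read from the data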;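 further: nuclear over cytoplasmic p65 intensity ratio measured by imaging; 0% = IL-1B stimulated DMSO wells and 100% = unstimulated DMSO wells; values of inactives mirror those of a sister screen read the other way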
MRP reversal = reversal of MRP1-mediated doxorubicin resistance, primary screen, H69AR cells, doxorubicin co-treatment; differential viability (reversal), % at 10 µM; H69AR cells + 2 uM doxorubicin, CellTiter-Glo, 72 h; actives 0.04% (n = 85,000); AID 602, 2007;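 active means viability drop by adding the cancer drug above about 55%, with treated viability meeting a 40% cutoff, limit read from the data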;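 further: viability without doxorubicin minus viability with 2 µM doxorubicin for each compound; larger differential means the compound sensitizes cells more to doxorubicin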
NFkB transloc pot = enhancers of NFkB p65 translocation in HUVEC – imaging, IL-1B stimulus, high-content imaging, primary screen; HUVEC IL-1B NFkB p65 nuclear translocation imaging; activation, % at 2 µM; actives 0.3% (n = 94,000); AID 819, 2007;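 active means activation above 40%, about the mean plus 3 SD, also judged a hit on visual image review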;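 further: percent activation is computed from the nuclear over cytoplasmic p65 intensity ratio; values of inactives mirror those of a sister screen read the other way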
Bcl-B displacement = displacers of TR3 peptide from Bcl-B, primary screen, selectivity assay for Bfl-1 inhibitor project, biochemical, fluorescence polarization | Bcl-2-like protein 10 (Homo sapiens) | FP displacement of FITC-TR3 peptide from Bcl-B; higher % means a stronger effect | displacement, % at 20 µM; hits with a dose series show IC50 in µM | actives 0.11% (n = 96,000) | AID 748, 2007;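 active means displacement above 50% at 20 µM plus a fluorescence interference ratio under 1.5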;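 further: plate controls were wells without compound for no effect and wells lacking Bcl-B protein for full effect; a part of the inactive calls stands beside numbers as strong as those of hits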
MRP reversal cytotoxicity = also measured in MRP reversal; calls as there; viability, %; H69AR cells, CellTiter-Glo, 72 h; measured here: cytotoxicity without doxorubicin
MRP reversal with doxorubicin = second read-out of MRP reversal, no call of its own (marks repeat the call); viability, %; measured here: viability with 2 uM doxorubicin; active compounds read low
NFkB transloc inh cell count 2 µM = further read-out of NFkB transloc inh, marked with its call; cell count; measured here: cells passing quality filter;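 raw number of nuclei counted in each imaged well without normalization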
NFkB transloc pot cell count 2 µM = second read-out of NFkB transloc pot, no call of its own (marks repeat the call); cell count; measured here: cells passing quality filter
* = called active by the depositor; . = not tested or not shown. This is a subset; count on the stated rates, not on these rows.

SMILES	PLAP inhibition	NFkB transloc inh	NFkB transloc inh cell count 2 µM	MRP reversal	MRP reversal cytotoxicity	MRP reversal with doxorubicin	NFkB transloc pot	NFkB transloc pot cell count 2 µM	Bcl-B displacement
COc1ccccc1N1CCN(C(=O)/C=C/c2ccc3c(c2)OCO3)CC1	-23%	-3	123	.	.	.	3	123	-2%
COc1ccc2[nH]c(=O)c(CN(CCCN(C)C)C(=O)Nc3ccc(F)cc3)cc2c1	-58%	.	.	6	71	65	.	.	2%
COc1ccc(NC(=O)CCSc2nnc(C)s2)cc1	-16%	-25	68	-3	89	92	25	68	0%
Cc1ccc(C(=O)CC2(O)C(=O)N(C)c3ccc(Br)cc32)c(C)c1 (stereo unspecified)	-11%	9	39	-42	36	78	-9	39	1%
Oc1ccc(CNC2CCCCC2)cc1	10%	15	113	12	99	87	-15	113	0%
COc1ccc(Cc2nnc(SCC(=O)NC(C)c3ccccc3)o2)cc1 (stereo unspecified)	12%	-18	202	-17	76	93	18	202	-5%
CCOC(=O)Cc1csc(NC(=O)c2ccncc2)n1	-6%	-9	128	1	100	99	9	128	12%
COc1ccc(NC(=O)C2CCCN(S(=O)(=O)c3ccc4c(c3)oc(=O)n4C)C2)c(OC)c1 (stereo unspecified)	-48%	12	160	5	89	84	-12	160	6%
COC(=O)CC(C(=O)Nc1cc(C(=O)OC)cc(C(=O)OC)c1)N1CCN(C)CC1 (stereo unspecified)	.	7	128	-7	94	101	-7	128	.
Cc1ccc2nc(-c3ccc(O)cc3)c(Nc3ccc4c(c3)OCCO4)n2c1	8%	14	34	7	64	57	-14	34	-11%
Cn1c(-c2ccc3c(c2)OCO3)cnc1NC(=O)CCC(=O)NCCc1ccccc1	-40%	-9	177	7	93	86	9	177	-5%
COc1cc2c(C(=O)Nc3ccc4c(c3)OCO4)cn(CC(C)C)c(=O)c2cc1OC	-141%	-19	161	13	92	79	19	161	-8%
Cc1cccc(NC(=S)N(C)C2(c3ccccc3Cl)CCCCC2=O)c1 (stereo unspecified)	22%	-5	145	.	.	.	5	145	-9%
O=C(O)c1ccccc1C(=O)Nc1ccccc1	1%	5	102	6	102	97	-5	102	0%
COc1cc2c(cc1OC)C(C(=O)N1CCN(c3ccccc3)CC1)C(c1cccs1)N(C)C2=O (stereo unspecified)	-81%	-10	74	0	87	87	10	74	-4%
CCC(c1nnnn1C(C)(C)C)N(Cc1cccs1)Cc1cc2cc(C)c(C)cc2n2nnnc12 (stereo unspecified)	.	-4	111	-5	81	86	4	111	.
O=C(Nc1cccc(Cl)c1)NC1CCCCC1	6%	4	173	.	.	.	-4	173	-6%
Cc1ccc(CN2CCC(C(=O)NCCC(C)C)CC2)o1	-11%	.	.	7	77	70	.	.	-4%
CC(=O)c1c(C)n([O-])c2ccc(C)cc2[n+]1=O	0%	0	119	1	79	77	0	119	10%
Cc1[nH]n(-c2ccc(F)cc2)c(=O)c1/C=N/c1sc2c(c1C#N)CCCC2	-41%	-39	149	.	.	.	39	149	-163%
CCOC(=O)N1CCN(c2c(NCCCN(CC)c3cccc(C)c3)c(=O)c2=O)CC1	-72%	9	79	27	67	39	-9	79	1%
Cn1c(=O)cc(SCC(=O)Nc2ccc3c(c2)OCO3)c2ccccc21	2%	-2	148	-10	86	96	2	148	-13%
N=c1c2c3c(sc2nc2n1CCC2)CCCC3	-5%	-4	85	-9	84	93	4	85	1%
CCC(C)[C@H](NC(=O)NCc1ccccc1Cl)C(=O)OC (stereo partly specified)	22%	9	84	11	97	85	-9	84	0%
COC(=O)Nc1ccc(S(=O)(=O)N2CCCC(C(=O)Nc3cccc4c3OCCO4)C2)cc1 (stereo unspecified)	-37%	-3	158	2	76	74	3	158	3%
O=c1[nH]c2ccccc2c(=O)n1CCCO	2%	-2	165	1	102	101	2	165	-2%
O=C(CSc1nnnn1-c1ccccc1)c1cc2ccccc2oc1=O	-12%	8	101	12	102	89	-8	101	0%
O=S(=O)(c1ccccc1)N1CCN(c2ncccn2)CC1	13%	-15	56	10	99	89	15	56	4%
COCCNC(=O)c1cc2cc(Br)cc(OC)c2oc1=O	14%	-25	152	-1	82	83	25	152	-11%
C=CCn1c(SCCN2CCCCC2)nc2c1c(=O)[nH]c(=O)n2C	-1%	4	143	0	90	90	-4	143	1%
CCN1C(=O)c2cccc3c(S(=O)(=O)Nc4nc(C)cs4)ccc1c23	-35%	12	177	.	.	.	-12	177	15%
Cc1ccc2[nH]c(C(=O)O)c(-c3ccccc3)c2c1	-10%	6	159	2	107	105	-6	159	-1%
CCNCc1nc2cc(OC)c(OC)cc2c(=O)[nH]1	-66%	8	151	.	.	.	-8	151	-9%
CC1Oc2ccccc2N(CC(=O)c2cccc(Cl)c2)C1=O (stereo unspecified)	4%	6	161	.	.	.	-6	161	-3%
COC(=O)c1ccccc1NC(=O)NCc1ccc2c(c1)OCO2	18%	-15	149	16	93	77	15	149	-5%
COC(C(=O)Nc1ccc(S(=O)(=O)N2CCCCC2)cc1)c1ccccc1 (stereo unspecified)	-101%	-16	143	6	92	86	16	143	0%
O=C(Nc1cccnc1)c1cc(-c2ccc3c(c2)OCO3)on1	-7%	9	116	8	93	85	-9	116	-14%
CC1=C(C(=O)Nc2ccccn2)C(c2ccc(F)cc2)n2ncnc2N1 (stereo unspecified)	2%	1	175	6	87	80	-1	175	-8%
O=C(CSc1nnc(-c2ccccn2)n1Cc1ccccc1)N1CCCC1	-38%	0	151	-1	93	94	0	151	-2%
CC(C)(C)OC(=O)CN1C(=O)C(Sc2n[nH]c(-c3ccccc3)n2)CCc2ccccc21 (stereo unspecified)	-36%	1	158	.	.	.	-1	158	-7%
COCCn1nnnc1C(c1ccccc1Cl)N1CCN(c2ccccc2OC)CC1 (stereo unspecified)	-48%	4	207	6	98	92	-4	207	3%
COc1ccc(CN2C3CCCC2CC(NC(=O)Nc2ccccc2C)C3)cc1 (stereo unspecified)	.	-13	123	-22	62	84	13	123	.
COC(=O)CNC(=O)CN1C(=O)N(c2cccc(Cl)c2)C(N(O)C(=O)Nc2cccc(Cl)c2)C1(C)C (stereo unspecified)	-17%	-5	157	12	91	80	5	157	4%
COc1ccc(CCNC(=O)c2c(O)c3cccc4c3n(c2=O)CC4)cc1OC	-33%	.	.	-2	98	100	.	.	-20%
COc1cc(OC)nc(NC(=O)CS(=O)(=O)c2ccccc2)n1	.	-5	145	.	.	.	5	145	.
Fc1ccc(-c2csc3nnc(SCc4cccnc4)n23)cc1	18%	-16	129	-2	89	91	15	129	-3%
CCOc1ccc(C(=O)SC2=NCCS2)cc1	12%	10	145	10	98	88	6	58	6%
O=C(CCCn1c(=O)[nH]c2cc(Cl)ccc2c1=O)NCCC1=CCCCC1	16%	14	88	3	87	85	-14	88	4%
O=C(CN1CCOCC1)Nc1cccc(Br)c1	15%	-27	140	9	95	85	27	140	-3%
Cc1ccccc1N1CCN(S(=O)(=O)c2ccccc2)CC1	.	-18	140	12	99	87	18	140	.

(listing goes on)
SMILES	PLAP inhibition	NFkB transloc inh	NFkB transloc inh cell count 2 µM	MRP reversal	MRP reversal cytotoxicity	MRP reversal with doxorubicin	NFkB transloc pot	NFkB transloc pot cell count 2 µM	Bcl-B displacement
COc1ccc(CNC(=O)CN2C(=O)C(C)N(c3ccc(C)cc3)C2=O)cc1 (stereo unspecified)	-29%	3	105	17	108	91	-3	105	5%
COC(=O)c1[nH]c2ccc(C)cc2c1NC(=O)CN1CCN(C(=O)c2ccccc2)CC1	13%	4	93	36	77	40	-4	93	-2%
COC(=O)c1sc(S(=O)(=O)N2CCC(C(=O)O)CC2)c(C(=O)OC)c1C	7%	-13	220	.	.	.	13	220	-3%
CCn1c(NC2CCCCC2)nc2ccccc21	15%	-9	127	1	85	85	9	127	2%
c1ccc(-c2noc(-c3ccccc3-c3ccccc3)n2)cc1	13%	3	130	13	72	59	-3	130	2%
O=C1Cc2ccccc2Sc2ccccc21	-10%	-4	116	.	.	.	4	116	-7%
CCCC(=O)NC(NC(=S)Nc1c(C)n(C)n(-c2ccccc2)c1=O)C(Cl)(Cl)Cl (stereo unspecified)	-30%	4	105	.	.	.	-4	105	-6%
O=C(c1nn2cccnc2c1Cl)N1CCN(c2ccccc2)CC1	.	-11	187	16	104	87	11	187	.
CN(C)CCCN(C(=O)c1cccs1)c1nc(-c2ccccc2)cs1	-57%	4	123	-14	52	66	-4	123	8%
O=C(OCC#CCSc1nnc(-c2ccccc2)o1)c1ccco1	-29%	.	.	14	76	62	.	.	10%
CN(C)c1ccc(NC(=O)c2cn(-c3ccccc3)nc2-c2cccs2)cc1	11%	-15	190	11	90	79	15	190	16%
CN1C(=O)/C(=C2/C=Cc3ccccc3N2CCCS(=O)(=O)O)SC1=S	15µM*	10	68	-17	94	111	-10	68	-139%
CC(C)(C)c1nc(NCCN2CCOCC2)c2nnn(Cc3ccccc3Cl)c2n1	-40%	-4	159	8	79	71	4	159	0%
O=C(Cn1c(=O)oc2cc(S(=O)(=O)N3CCCC3)ccc21)N1CCCC1	-3%	10	183	2	94	92	-10	183	13%
CC(C)(C)OC(=O)NNC1CC(=O)N(c2ccccc2F)C1=O (stereo unspecified)	-2%	0	134	.	.	.	0	134	-11%
COCCNC(=O)Cn1c(=O)n(C)c2ccccc21	9%	-9	151	17	99	82	9	151	2%
COc1ccc(NC(=O)NCc2ccncc2)c(OC)c1	1%	3	166	-1	98	98	-3	166	-9%
Clc1ccccc1C1=Nn2c(nnc2-c2ccncc2)SC1	17%	2	83	-16	76	92	-1	83	-7%
CCC(C)[C@H](NC(=O)OC(C)(C)C)C(=O)N/N=C/C1=Cc2ccccc2OC1 (stereo partly specified)	-28%	5	92	7	85	78	-5	92	7%
Cc1ccc(-n2nnnc2SCC(=O)Nc2nc(-c3ccc(F)cc3)cs2)cc1C	8%	-7	104	.	.	.	7	104	-15%

3 entries from above, field by field.
> Clc1ccccc1C1=Nn2c(nnc2-c2ccncc2)SC1
  PLAP inhibition: 17%; NFkB transloc inh: 2; NFkB transloc inh cell count 2 µM: 83; MRP reversal: -16; MRP reversal cytotoxicity: 76; MRP reversal with doxorubicin: 92; NFkB transloc pot: -1; NFkB transloc pot cell count 2 µM: 83; Bcl-B displacement: -7%

> CCC(C)[C@H](NC(=O)OC(C)(C)C)C(=O)N/N=C/C1=Cc2ccccc2OC1 (stereo partly specified)
  PLAP inhibition: -28%; NFkB transloc inh: 5; NFkB transloc inh cell count 2 µM: 92; MRP reversal: 7; MRP reversal cytotoxicity: 85; MRP reversal with doxorubicin: 78; NFkB transloc pot: -5; NFkB transloc pot cell count 2 µM: 92; Bcl-B displacement: 7%

> Cc1ccc(-n2nnnc2SCC(=O)Nc2nc(-c3ccc(F)cc3)cs2)cc1C
  PLAP inhibition: 8%; NFkB transloc inh: -7; NFkB transloc inh cell count 2 µM: 104; MRP reversal: .; MRP reversal cytotoxicity: .; MRP reversal with doxorubicin: .; NFkB transloc pot: 7; NFkB transloc pot cell count 2 µM: 104; Bcl-B displacement: -15%

Carrying on.
SMILES	PLAP inhibition	NFkB transloc inh	NFkB transloc inh cell count 2 µM	MRP reversal	MRP reversal cytotoxicity	MRP reversal with doxorubicin	NFkB transloc pot	NFkB transloc pot cell count 2 µM	Bcl-B displacement
O=C(Nc1ccc(N2CCOCC2)cc1)C1CCCCC1	15%	1	173	.	.	.	-1	173	-10%
COc1ccc(NC(=O)c2cccc(N3C(=O)NC4CC3(C)Oc3ccccc34)c2)cc1 (stereo unspecified)	-82%	.	.	4	85	81	.	.	-1%
CCN(CC)S(=O)(=O)c1cccc(-c2cn3cc(C)ccc3n2)c1	-50%	-14	182	-15	40	56	14	182	-9%
CCn1c(SC(C)C(=O)O)nc2sc3c(c2c1=O)CCC3 (stereo unspecified)	-36%	.	.	-11	78	89	.	.	7.7µM*
